MEKK3 PB1 HTS – MEKK3-MEK5 PB1 interaction, increase or decrease | Q99759 | bead-based flow cytometry, Alexa488-MEK5 binding to MEKK3; actives lie on both sides; 0 = blocked by unlabeled MEK5, 100 = vehicle | binding response (% of control), % at 10 µM | hit rate 1.4% among 290,000;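 active means binding response more than 3 SD above or below the average of its plate-row segment, actives on both sides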;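 further: Alexa488 bead fluorescence after subtracting the streptavidin-only scavenger bead signal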
MEKK2 mut-MEK5 – signal of MEK5 binding to mutant human MEKK2 PB1 domain. AID 1530. bead flow cytometry, Alexa488-MEK5 binding to MEKK2 mutant. percent response, % at 10 µM. hit rate 0.35% among 290,000; in the data active means percent response above about 24%, passing the limit was not always enough; further: inactives centre near 1; some results filed as inactive read as strong as hits; reference of the scale not given here
NALP1 inh – inhibitors of NALP1 inflammasome in yeast; S. cerevisiae NALP1/ASC/caspase-1 growth, X-gal OD620, 72 h; inhibition, % at 10 µM; hit rate 0.61% among 280,000; in the data active means inhibition mostly above about 24%, no sharp cut-off; inactive means mostly below about 32%; further: some compounds called inactive have numbers as strong as hits
pCIP destab – lowers stability of the mouse p/CIP coactivator protein; Q05BA5; F442A p/CIP-EGFP cells, EGFP fluorescence, 16 h; decrease of EGFP signal, % at 10 µM; hit rate 0.01% among 290,000; AID 1984;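 active means EGFP signal decrease of at least 30% at 10 µM or well 3 SD below plate mean, unless failing retest; inactive means the rest, including hits failing retest or dose response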; further: some compounds called inactive have numbers as strong as hits; many of its hits are not listed in these tables
IDE act – boosts human insulin-degrading enzyme activity in HEK cells | P14735 | FAbeta-B cleavage, fluorescence polarization; 0% vehicle, 100% cell-free pure enzyme wells | activation, % at 5.96 µM | hit rate 0.073% among 340,000 | AID 493087;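 active means activation above the mean of all tested compounds plus 3 SD, set per screening campaign, cut at about 17% in these data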
Target sequence (P14735 whole entry, looked up): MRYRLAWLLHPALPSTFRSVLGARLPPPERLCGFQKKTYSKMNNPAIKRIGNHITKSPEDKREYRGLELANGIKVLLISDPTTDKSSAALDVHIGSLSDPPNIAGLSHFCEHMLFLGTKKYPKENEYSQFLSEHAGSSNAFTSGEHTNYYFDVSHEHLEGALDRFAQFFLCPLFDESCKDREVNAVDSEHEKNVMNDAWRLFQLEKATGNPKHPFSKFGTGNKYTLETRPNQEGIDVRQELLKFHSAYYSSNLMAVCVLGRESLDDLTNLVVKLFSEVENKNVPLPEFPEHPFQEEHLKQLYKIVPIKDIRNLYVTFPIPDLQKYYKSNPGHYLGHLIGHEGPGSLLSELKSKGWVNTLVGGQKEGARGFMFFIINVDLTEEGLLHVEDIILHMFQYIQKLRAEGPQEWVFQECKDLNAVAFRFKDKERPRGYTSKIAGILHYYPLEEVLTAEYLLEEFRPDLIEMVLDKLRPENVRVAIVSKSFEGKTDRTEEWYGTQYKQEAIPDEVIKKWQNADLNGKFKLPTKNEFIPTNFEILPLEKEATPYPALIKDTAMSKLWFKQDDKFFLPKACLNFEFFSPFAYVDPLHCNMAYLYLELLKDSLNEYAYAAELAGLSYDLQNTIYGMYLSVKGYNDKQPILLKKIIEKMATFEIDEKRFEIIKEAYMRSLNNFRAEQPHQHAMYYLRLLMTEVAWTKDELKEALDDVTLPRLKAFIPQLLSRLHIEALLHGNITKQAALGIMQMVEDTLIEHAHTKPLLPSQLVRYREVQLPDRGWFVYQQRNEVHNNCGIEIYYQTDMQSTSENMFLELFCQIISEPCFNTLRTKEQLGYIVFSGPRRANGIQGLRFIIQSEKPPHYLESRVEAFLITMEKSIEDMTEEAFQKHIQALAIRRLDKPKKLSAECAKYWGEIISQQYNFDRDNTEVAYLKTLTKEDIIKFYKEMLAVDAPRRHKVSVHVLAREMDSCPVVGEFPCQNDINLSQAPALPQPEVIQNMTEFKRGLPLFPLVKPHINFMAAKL
UBC9 SUMO inh – inhibitors of human SUMOylation (UBC9); P63279; HTRF SUMOylation assay, SAE1/SAE2 + UBC9, in vitro; inhibition, % at 35 µM; hit rate 0.36% among 290,000; in the data active means inhibition above about 50%, passing the limit was not always enough; further: strong numbers were not always called active
MEKK2wt PB1 HTS – raises or lowers MEK5 binding to wildtype human MEKK2 PB1 domain. binding response (% of control), % at 10 µM. Q9Y2U5. hit rate 1.1% among 290,000. bead flow cytometry, Alexa488-MEK5 binding to MEKK2 WT; actives lie on both sides; in the data active means binding response below about 67% or above about 130%
IDE inh – inhibits human insulin-degrading enzyme in HEK cells; inhibition, % at 5.59 µM; P14735; hit rate 0.41% among 320,000; AID 434962; FAbetaB cleavage, fluorescence polarization;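 active means percent inhibition above the average of all tested compounds plus 3 SD, set per screening campaign, cut at about 16% in these data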;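 further: IDE supplied by intact live HEK cells; FP after avidin binding of uncleaved biotin substrate so inhibition keeps polarization high; 0% = DMSO wells and 100% = 60 µM reference IDE inhibitor Ii1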
PfM18AAP inh – PfM18AAP enzyme inhibition. recombinant PfM18AAP, H-Glu-NHMec fluorogenic cleavage. inhibition, % at 7.35 µM. hit rate 1.2% among 290,000. AID 1822;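 active means inhibition above the campaign mean inhibition over all tested compounds plus 3 SD, cut at about 28% in these data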;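 further: 0% = plate median of test compound wells and 100% = 2 mM ZnCl2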
Numbers without * were called inactive; · = no result given; & = joins results of further samples; ! = not active in a repeat. Some of the compounds tested. The share of hits here may be higher or lower than overall.

SMILES	MEKK3 PB1 HTS	MEKK2 mut-MEK5	NALP1 inh	pCIP destab	IDE act	UBC9 SUMO inh	MEKK2wt PB1 HTS	IDE inh	PfM18AAP inh
COc1cc(/C=C/C(=O)OCC(=O)N2CCN(C(=O)c3ccco3)CC2)ccc1O	92.0	-4.0	36.7	-5.5	3.4	5.6	89.0	0.5	3.3
O=C(NC(=S)N1CCCCCC1)c1ccc(Cl)cc1Cl	96.0	0.0	-1.3	-6.7	·	36.4	95.0	4.2	-1.6
O=C(C[n+]1ccc(C(=O)N/N=C/c2ccc(Br)cc2)cc1)c1ccccc1	95.0	2.0	44.3	-1.9	-5.4	-0.1	107.0	1.8	13.7
Cc1noc(C)c1S(=O)(=O)Nc1ccc(C(=O)NC2CCCCC2C)cc1 (stereo not drawn)	100.0	5.0	12.4	-4.6	3.7	28.8	96.0	1.6	-5.8
Cc1cccc(OCCCC(=O)Nc2nccs2)c1	93.0	-2.0	18.0	-12.0	-4.5	9.8	99.0	0.8	5.9
O=C(Nc1ccccc1Cl)C1CCCN(S(=O)(=O)c2ccc(F)cc2)C1 (stereo not drawn)	101.0	2.0	-0.2	-14.2	6.6	-0.3	99.0	1.9	0.1
Cc1ccc(C(=O)O/N=C(\N)c2ccccn2)c(C)c1	101.0	7.0	2.7	-9.6	0.3	4.4	103.0	0.9	3.2
Cc1c(NC(=O)NC(=O)c2ccc(F)cc2)c(=O)n(-c2ccccc2)n1C	100.0	6.0	-11.4	-3.5	2.4	5.9	98.0	0.0	3.6
Cc1ccnc(NCc2ccc(Cl)cc2)c1	103.0	6.0	15.0	-2.5	2.9	-5.5	111.0	0.4	4.2
Nc1cc(C(=O)c2cccs2)ccc1Cl	103.0	4.0	4.6	-6.1	4.6	12.3	99.0	4.0	-7.7
C=CCc1ccc(OCCCOc2ccc(C(=O)O)cc2)c(OC)c1	102.0	0.0	-3.1	-12.0	5.6	10.9	103.0	2.8	0.7
Cc1nn(C(C)C(=O)N2CCc3ccccc32)c(C)c1[N+](=O)[O-] (stereo not drawn)	101.0	-1.0	16.2	3.2	1.7	11.7	98.0	-4.9	-0.1
CCOc1ccccc1NC(=O)/C=C/C(N)=O	89.0	-3.0	54.1*	-10.6	-18.6	-1.7	89.0	4.0	-160.1
CCN(C(=O)CN1c2ccccc2CC1C)c1c(N)n(Cc2ccccc2)c(=O)[nH]c1=O (stereo not drawn)	106.0	-2.0	-2.4	-27.7	2.9	21.7	97.0	-2.2	1.7
COc1ccc(CCN2C(=O)c3cccc4c(C(=O)N5CCCCC5)ccc(c34)C2=O)cc1OC	99.0	13.0	24.5	5.2	1.6	0.4	103.0	-0.9	0.8
CCN=C(Nc1ccc(Cl)cc1)c1cccnc1	101.0	-1.0	-9.9	-0.9	4.0	-0.3	100.0	4.4	-5.4
Cc1cc(C)cc(-n2c3nc4ccccc4nc3c3c(=O)n(Cc4ccco4)cnc32)c1	106.0	9.0	6.4	1.8	-5.0	39.3	105.0	-1.3	-4.0
CCCCOc1ccc(N(CC(=O)NC2CCCC2)C(=O)CCC(=O)Nc2ccccn2)cc1	99.0	5.0	1.7	-5.5	0.1	-7.2	96.0	5.4	-0.8
CSc1nsc(SC)c1C(=O)Nc1ccc(Cl)cc1	94.0	-3.0	5.5	-1.8	1.4	15.5	96.0	0.9	1.4
CCOc1ccc(OCC)c(NC(=O)CN2CCN(c3cc(C)ccc3C)CC2)c1	105.0	6.0	-0.9	-11.7	-0.6	-18.0	110.0	0.1	0.6
Cc1cccc(C(=O)NCCNC(=O)c2cccc(C)c2)c1	98.0	2.0	35.7	-8.5	-4.4	-3.7	102.0	3.3	-14.6
CC12CCC(=O)N1C(C(=O)O)Cc1c2[nH]c2ccccc12 (stereo not drawn)	·	·	-20.0	-9.3	1.9	11.8	·	3.0	5.8
COc1ccc(N=Cc2c(O)[nH]c3ccccc23)cc1	105.0	2.0	0.3	-16.9	0.8	13.3	106.0	-1.9	5.2
O=c1ccc2c(-c3ccccc3)c3ccc(O)cc3oc-2c1	74.0	-48.0	14.4	-317.7	51.5*	23.2	108.0	-26.1	26.6
N#C/C(=C\c1ccccc1)C(=O)NC1CC1	104.0	4.0	17.1	-11.1	4.8	5.0	104.0	-1.3	11.6
CCCCn1cc([N+](=O)[O-])nc1C	101.0	-2.0	-1.5	-8.2	8.0	3.8	101.0	-3.4	3.3
CCN(CC)CCN1C(=O)C(=O)/C(=C(/O)c2ccc(OC(C)C)cc2)C1c1ccncc1 (stereo not drawn)	93.0	-4.0	-8.1	-2.6	-2.9	8.4	97.0	-0.7	-7.6
CC(C)CCN1CCNC(=O)C1CC(=O)N(C)CCCN1CCOCC1 (stereo not drawn)	103.0	3.0	-5.8	0.4	6.0	6.1	106.0	0.7	3.2
COc1cccc(-c2nc(CSCC(=O)N3CCc4ccccc43)c(C)o2)c1	101.0	0.0	20.6	-2.5	5.5	4.1	102.0	-1.8	-3.2
CCN(CC)c1ccc(C(=O)n2cnc3ccccc32)cc1	94.0	1.0	6.1	4.2	1.5	13.5	97.0	4.3	8.1
CCOc1ccccc1NC(=S)NCCc1ccc(F)cc1	91.0	-5.0	1.4	-6.2	6.2	6.1	95.0	-3.0	3.4
NC(=O)C1CCN(Cc2nc(-c3cccs3)no2)CC1	99.0	-14.0	3.7	6.8	0.3	10.8	96.0	-0.5	-1.4
O=C(CSc1ccsc1[N+](=O)[O-])NCCc1ccccc1	94.0	-1.0	6.9	-5.5	3.5	3.0	89.0	7.4	12.9
CN(C)S(=O)(=O)c1cccc(NC(=O)CSc2nncn2-c2ccccc2)c1	·	·	14.7	-9.5	2.3	7.5	·	9.1	4.8
Fc1ccc(CSc2nnc(-c3cnccn3)n2Cc2ccco2)cc1	101.0	0.0	6.8	-7.9	-0.6	-4.5	94.0	3.0	-15.8
O=C(Nc1ccc(N2CCN(C(=O)c3ccco3)CC2)cc1)c1ccccc1Br	104.0	8.0	4.1	-6.0	2.7	-2.0	106.0	1.3	-0.9
COC(=O)c1[nH]c2c(c1C)C(=O)CC(c1ccccc1)C2 (stereo not drawn)	101.0	2.0	·	-3.8	2.6	13.2	103.0	5.7	4.7
O=C(CN1C(=O)CSC1=O)NCc1ccccc1	101.0	0.0	10.5	4.2	1.4	12.9	101.0	4.2	-5.6
COc1cc(-c2cc(=O)c3c(O)c(OC)c(OC)c(O)c3o2)ccc1O	106.0	2.0	1.5	2.5	0.3	6.6	101.0	4.4	49.1*
CCN(CC)C(=O)CSc1nc2ncccc2[nH]1	108.0	7.0	-6.8	-13.0	2.3	10.5	109.0	5.0	7.0

The final two entries of the section before are carried over, then new ones follow:
SMILES	MEKK3 PB1 HTS	MEKK2 mut-MEK5	NALP1 inh	pCIP destab	IDE act	UBC9 SUMO inh	MEKK2wt PB1 HTS	IDE inh	PfM18AAP inh
COc1cc(-c2cc(=O)c3c(O)c(OC)c(OC)c(O)c3o2)ccc1O	106.0	2.0	1.5	2.5	0.3	6.6	101.0	4.4	49.1*
CCN(CC)C(=O)CSc1nc2ncccc2[nH]1	108.0	7.0	-6.8	-13.0	2.3	10.5	109.0	5.0	7.0
CC1CCc2nn(CC(=O)NCCC3=CCCCC3)cc2C1 (stereo not drawn)	103.0	-1.0	37.9	-1.1	7.0	0.0	100.0	0.6	2.9
CCCc1ccc(C(=O)NNc2cccc(C)c2)cc1	63.0	-41.0	7.8	0.1	-2.1	7.7	69.0	2.2	5.8
CCOC(=O)C1CCCN(CCC(=O)Nc2ccccc2C)C1 (stereo not drawn)	105.0	-7.0	13.1	-3.1	0.4	2.2	89.0	8.7	1.1
CCN1CCC(NC(=O)Nc2cccc(C(F)(F)F)c2)CC1	104.0	11.0	2.1	-6.7	-0.7	-5.3	108.0	-0.7	1.4
CC1(c2cc(C(F)(F)F)n3nc(C(=O)O)cc3n2)CC1	89.0	-2.0	17.7	11.2	-1.8	-4.3	102.0	3.3	1.7
CN1CCCC(OC(=O)c2ccccc2F)C1 (stereo not drawn)	105.0	11.0	7.8	-12.3	-1.5	1.2	111.0	-4.2	3.0
O=C(N/C(=C\c1ccc2c(c1)OCO2)C(=O)N1CCOCC1)c1cccs1	92.0	-4.0	33.7	-8.2	5.5	2.9	99.0	-1.8	-6.4
Cc1c(NC(=O)COc2ccc3ccccc3c2)c(=O)n(-c2ccccc2)n1C	99.0	6.0	9.8	-4.5	·	18.5	102.0	-3.4	-4.3
Cc1ccc(NC2CCCN(C(=O)CCC3(C)CC3)C2)cc1C (stereo not drawn)	108.0	11.0	6.9	-8.6	4.0	3.4	114.0	2.1	12.1
C=CCn1c(SCC(=O)NC(=O)NC)nnc1C1CCCCC1	98.0	1.0	-3.5	3.5	0.4	3.5	102.0	3.6	-6.8
CCOC(=O)c1sc2nc3c(SCCC(=O)O)cc(C(=O)c4cc(OC)ccc4O)cn3c(=O)c2c1C	100.0	-8.0	-20.8	-106.7	7.1	73.6*	91.0	·	7.5
COC(=O)c1ccc(N2CCN(S(=O)(=O)c3ccccc3)CC2)c([N+](=O)[O-])c1	116.0	3.0	41.3	-3.3	-3.3	17.7	101.0	-0.5	-12.3
Cc1ccc(OCCNC(=O)c2ccccc2F)cc1	103.0	10.0	41.7	-11.2	7.1	-2.3	103.0	13.2	-8.8
COC(=O)c1nnn(-c2nonc2N)c1CSc1nc2ccccc2o1	101.0	2.0	14.3	-3.4	-4.3	6.9	96.0	-7.0	-5.1
CCOc1ccccc1N(CC(=O)Nc1ccccc1C(=O)N1CCOCC1)S(C)(=O)=O	96.0	-5.0	13.5	-19.4	2.5	3.7	94.0	0.7	1.3
N#CCCC12CCCCC1=Nc1ccccc12 (stereo not drawn)	107.0	5.0	9.4	2.6	2.4	15.7	107.0	-1.5	1.2
O=C(COc1ccc(F)cc1)Nc1ccc(-n2cnnn2)cc1	98.0	-1.0	5.0	-7.3	1.9	6.2	95.0	11.2	-3.9
Cc1cccc(NC(=O)NNC(=O)COc2ccc([N+](=O)[O-])cc2)c1C	102.0	7.0	6.2	1.8	0.0	-3.1	105.0	0.6	6.9
C=CCn1c(=S)[nH]c2scc(-c3ccc(C)o3)c2c1=O	97.0	-2.0	-26.1	-6.8	-6.5	10.5	95.0	-7.5	-67.8
Cn1nccc1C(=O)NCCN1C(=O)OC(C)(C)C1(C)O (stereo not drawn)	103.0	1.0	8.3	-4.5	5.7	4.9	101.0	6.7	-10.2
CC(=O)Nc1cc(NC(C)=O)c(N=Nc2ccccc2)cc1C	91.0	-26.0	·	9.6	-1.5	-16.4	95.0	6.5	-5.2
CCOC(=O)c1cnc(Nc2nc3ccccc3o2)nc1C	99.0	2.0	-4.4	3.4	-5.1	-17.1	104.0	-3.2	-1.7
COc1cc(CCC(=O)OCc2ccccc2C#N)cc(OC)c1OC	103.0	0.0	15.4	0.8	0.2	-3.9	101.0	0.6	-6.2
COc1cccc(-c2nnc(SCc3ccc(C#N)cc3)n2Cc2ccco2)c1	113.0	7.0	5.6	-18.0	-2.5	1.9	107.0	4.9	-4.2
COC(=O)c1sc(NC(=O)c2oc3ccccc3c2C)nc1C	105.0	4.0	13.3	6.0	2.7	18.4	98.0	3.5	5.7
CCOC(=O)c1[nH]c(C)c(CCC(=O)O)c1C	106.0&87.0	13.0&-5.0	41.4*!	7.5&-0.1	0.7&-0.7	11.3&13.4	107.0&88.0	-2.2&-1.6	-5.6&-0.2
CC(=O)Nc1cc([N+](=O)[O-])ccc1N1CCOCC1	90.0	-6.0	0.7	-22.8	-4.2	5.9	88.0	-0.9	-5.8

Screening results as filed in PubChem BioAssay.
